# Screening data deposited in PubChem BioAssay by NMMLSC.
# QS inhibitor: inhibitors of bacterial quorum sensing in S. aureus | inhibition, % at 2 µM | 0.3% of 24,000 active | S. aureus RN6390 RNAIII-GFP reporter, AIP-induced, flow cytometry 3 h;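 active = share of bacteria positive for the green fluorescent reporter and its mean brightness both inhibited by 50% or more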;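 also: 0% = AIP-stimulated control and 100% = unstimulated bacteria without AIP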
# QS inhibitor GFP MFI %: recorded beside QS inhibitor, whose call it bears; inhibition, %; measured here: inhibition of GFP MFI
# The depositor's hits bear a star.
CC1=NOC2(C)Nc3ncnn3C(c3ccccc3)C12 (centres undefined)
- QS inhibitor = -2
- QS inhibitor GFP MFI % = -8

Cc1ccc(C)c(NC2=NCCCS2)c1
- QS inhibitor = 0
- QS inhibitor GFP MFI % = -9

Cc1ccc2nc(N3CCN(C)CC3)[nH]c2c1
- QS inhibitor = 0
- QS inhibitor GFP MFI % = 10

COc1ccc(C2NCc3ccc4c(c3-n3cccc32)OCO4)cc1O (centres undefined)
- QS inhibitor = 1
- QS inhibitor GFP MFI % = 7

CCCCCCn1c(O)c(C=NC2CCN(Cc3ccccc3)CC2)c(=O)[nH]c1=O
- QS inhibitor = 0
- QS inhibitor GFP MFI % = 7

O=C(c1ccc2c(c1)ncn2C1CCCCC1)N1CCC2(CC1)OCCO2
- QS inhibitor = -3
- QS inhibitor GFP MFI % = -22

CC12CCCCC1=[N+]([O-])CN2O (centres undefined)
- QS inhibitor = 0
- QS inhibitor GFP MFI % = 3

O=C(c1ccc(CS(=O)(=O)c2ccc(Br)cc2)o1)N1CCC2(CC1)OCCO2
- QS inhibitor = 9
- QS inhibitor GFP MFI % = 14

O=C1C2CCCN2C(c2cccnc2)N1c1ccc(Cl)c(Cl)c1 (centres undefined)
- QS inhibitor = -2
- QS inhibitor GFP MFI % = -9

CCCCN1C(=O)NC(=O)C2(Cc3c(nc4c(C)cccn4c3=O)N3CCc4ccccc4C32)C1=O (centres undefined)
- QS inhibitor = 33
- QS inhibitor GFP MFI % = 44

# Reprinted from the part before: 5 entries, followed by the next part.
O=C(c1ccc2c(c1)ncn2C1CCCCC1)N1CCC2(CC1)OCCO2
- QS inhibitor = -3
- QS inhibitor GFP MFI % = -22

CC12CCCCC1=[N+]([O-])CN2O (centres undefined)
- QS inhibitor = 0
- QS inhibitor GFP MFI % = 3

O=C(c1ccc(CS(=O)(=O)c2ccc(Br)cc2)o1)N1CCC2(CC1)OCCO2
- QS inhibitor = 9
- QS inhibitor GFP MFI % = 14

O=C1C2CCCN2C(c2cccnc2)N1c1ccc(Cl)c(Cl)c1 (centres undefined)
- QS inhibitor = -2
- QS inhibitor GFP MFI % = -9

CCCCN1C(=O)NC(=O)C2(Cc3c(nc4c(C)cccn4c3=O)N3CCc4ccccc4C32)C1=O (centres undefined)
- QS inhibitor = 33
- QS inhibitor GFP MFI % = 44

CN(C)C1(c2nnnn2-c2ccc(Cl)cc2)CCCCC1
- QS inhibitor = -2
- QS inhibitor GFP MFI % = 0

c1cncc(C2CC(c3cccs3)n3ncnc3N2)c1 (centres undefined)
- QS inhibitor = -12
- QS inhibitor GFP MFI % = -6

N=C(N)c1c(O)n(C2CCCCC2)c(=O)n(C2CCCCC2)c1=O
- QS inhibitor = 5
- QS inhibitor GFP MFI % = 12

Cc1cc(N2C(=O)C3CCCN3C2c2sccc2C)no1 (centres undefined)
- QS inhibitor = 2
- QS inhibitor GFP MFI % = 22

CCOC(=O)C1C2NC(=O)N(Cc3ccccc3)C1(C)Oc1c(OC)cccc12 (centres undefined)
- QS inhibitor = -2
- QS inhibitor GFP MFI % = -16

O=C(Cc1ccccc1)N1CCN(C/C=C/c2ccccc2)CC1
- QS inhibitor = 3
- QS inhibitor GFP MFI % = 9

CCn1c(=O)cc(OCC(=O)N2CCN(Cc3ccc4c(c3)OCO4)CC2)c2ccccc21
- QS inhibitor = -1
- QS inhibitor GFP MFI % = -1

Cc1cc(C)c(C(=O)CN2CCOCC2)c(C)c1
- QS inhibitor = -14
- QS inhibitor GFP MFI % = -56

COc1ccc(C2NCc3ccc4c(c3-n3cccc32)OCO4)cc1OC (centres undefined)
- QS inhibitor = -1
- QS inhibitor GFP MFI % = 2

O=c1[nH]c(=O)n(Cc2ccco2)c(O)c1C=NCCCn1ccnc1
- QS inhibitor = 0
- QS inhibitor GFP MFI % = 28

# Sorted by SMILES length (low to high): part of the list above
CN(C)C1(c2nnnn2-c2ccc(Cl)cc2)CCCCC1
- QS inhibitor = -2
- QS inhibitor GFP MFI % = 0

CCOC(=O)C1C2NC(=O)N(Cc3ccccc3)C1(C)Oc1c(OC)cccc12 (centres undefined)
- QS inhibitor = -2
- QS inhibitor GFP MFI % = -16

CCn1c(=O)cc(OCC(=O)N2CCN(Cc3ccc4c(c3)OCO4)CC2)c2ccccc21
- QS inhibitor = -1
- QS inhibitor GFP MFI % = -1

# The listing continues:
COc1ccccc1/C=C1/C(=N/O)C2CCN1CC2
- QS inhibitor = -1
- QS inhibitor GFP MFI % = 7

O=C(c1cc2ccccn2n1)N1CCC2(CC1)OCCO2
- QS inhibitor = 3
- QS inhibitor GFP MFI % = 11

CC(=NCc1ccc2c(c1)OCO2)c1c(O)n(C)c(=O)n(C)c1=O
- QS inhibitor = -1
- QS inhibitor GFP MFI % = -3

O=C(c1cc(-c2ccncc2)nc2ccccc12)N1CCC2(CC1)OCCO2
- QS inhibitor = 3
- QS inhibitor GFP MFI % = -16

O=C(CN1CC(c2ccccc2)CC1=O)NCc1ccc(F)cc1 (centres undefined)
- QS inhibitor = 0
- QS inhibitor GFP MFI % = 0

O=C(NCc1ccc(C(=O)N2CCC3(CC2)OCCO3)cc1)c1ccc2c(c1)OCO2
- QS inhibitor = 1
- QS inhibitor GFP MFI % = -2

CC[C@@H](CO)NC(=O)[C@@H]1C=C2c3cccc4c3c(cn4C)C[C@H]2N(C)C1
- QS inhibitor = -3
- QS inhibitor GFP MFI % = -12

CCOC(=O)C(O)(c1cn(C)c2ccccc12)C(F)(F)F (centres undefined)
- QS inhibitor = 0
- QS inhibitor GFP MFI % = -2

COc1ccc(S(=O)(=O)Cc2ccc(C(=O)N3CCC4(CC3)OCCO4)o2)cc1
- QS inhibitor = 2
- QS inhibitor GFP MFI % = 28

Cn1c(=O)cc(OCC(=O)N2CCN(Cc3ccc4c(c3)OCO4)CC2)c2ccccc21
- QS inhibitor = -1
- QS inhibitor GFP MFI % = -12

Cc1c2cnn(CC(=O)N3CCC4(CC3)OCCO4)c(=O)c2c(C)n1Cc1ccccc1F
- QS inhibitor = 15
- QS inhibitor GFP MFI % = 48

CC(C)OC(=O)c1c(N)n(CC2CCCO2)c2nc3ccccc3nc12 (centres undefined)
- QS inhibitor = 13
- QS inhibitor GFP MFI % = 33

CC(C)OCCCNC(=O)c1c(N)n(Cc2cccs2)c2nc3ccccc3nc12
- QS inhibitor = 4
- QS inhibitor GFP MFI % = 10

CCOC(=O)C1CCCCC12C(C#N)=C(N)Oc1n[nH]c(C)c12 (centres undefined)
- QS inhibitor = -2
- QS inhibitor GFP MFI % = -12

CC12CN3CC(C)(CN(C1)C3c1ccncc1)C2=O (centres undefined)
- QS inhibitor = 1
- QS inhibitor GFP MFI % = 8

CC(C)=CCSc1nnc([C@@H](N)Cc2c[nH]c3ccccc23)o1
- QS inhibitor = 1
- QS inhibitor GFP MFI % = 6

Cc1c2cnn(CC(=O)N3CCC4(CC3)OCCO4)c(=O)c2c(C)n1Cc1ccc(F)cc1
- QS inhibitor = -5
- QS inhibitor GFP MFI % = -11

CCOc1ccc(-n2c(CC)nc3ccccc3c2=O)cc1
- QS inhibitor = -8
- QS inhibitor GFP MFI % = -19

CN1CC[C@@]23CCCC[C@@H]2[C@@H]1Cc1ccc(O)cc13
- QS inhibitor = -1
- QS inhibitor GFP MFI % = -22

CC(=O)N1CC(=O)Nc2ccc(Cl)cc2C1c1ccc(F)cc1 (centres undefined)
- QS inhibitor = 0
- QS inhibitor GFP MFI % = -38

Cn1c(=O)cc(SCC(=O)N2CCC3(CC2)OCCO3)c2ccc(Cl)cc21
- QS inhibitor = -6
- QS inhibitor GFP MFI % = -15

COc1ccccc1OCCCn1cc(C(=O)c2ccco2)c2ccccc21
- QS inhibitor = 0
- QS inhibitor GFP MFI % = 1

Cc1cc(NC(=O)COC(=O)c2c(C)nn(Cc3ccccc3)c2Cl)no1
- QS inhibitor = -1
- QS inhibitor GFP MFI % = 10

# One compound at a time, from the list above.
# Cc1c2cnn(CC(=O)N3CCC4(CC3)OCCO4)c(=O)c2c(C)n1Cc1ccc(F)cc1 is listed as QS inhibitor: -5; QS inhibitor GFP MFI %: -11
# CC(C)OCCCNC(=O)c1c(N)n(Cc2cccs2)c2nc3ccccc3nc12 is listed as QS inhibitor: 4; QS inhibitor GFP MFI %: 10

# These rows are one share of the data, so the mix of outcomes need not match the whole.
